All columns: NCI-60 one-dose screen, growth in % after 48 h at 10 µM unless noted; 100 = growth as untreated, 0 = no growth, -100 = all killed.
IGROV1 = IGROV1 ovarian cancer; actives 4.7% (n = 79,000)
NCI-H226 = NCI-H226 lung cancer; AID 1794732; actives 3.5% (n = 79,000)
NCI/ADR-RES = NCI/ADR-RES ovarian cells | actives 4.4% (n = 81,000) | AID 1794790
SN12C = SN12C renal cancer cells; actives 3.8% (n = 81,000)
OVCAR-5 = OVCAR-5 ovarian cancer; actives 2.9% (n = 82,000); AID 1794783
OVCAR-4 = OVCAR-4 ovarian cancer cells. actives 3.7% (n = 80,000)
OVCAR-3 = OVCAR-3 ovarian cancer | actives 7% (n = 79,000)
SK-OV-3 = SK-OV-3 ovarian cancer cells | actives 3.2% (n = 80,000)
NCI-H23 = NCI-H23 lung cancer; AID 1794731; actives 4% (n = 80,000)
Starred values were filed as active, the others as inactive; x = not tested or not shown; & = joins results of further samples; ! = a repeat was not active. Rule for the calls: active = growth percent below 10; inactive = the rest.

SMILES	IGROV1	NCI-H226	NCI/ADR-RES	SN12C	OVCAR-5	OVCAR-4	OVCAR-3	SK-OV-3	NCI-H23
Cc1cc(O)ccc1C1=NN(c2ccc(S(C)(=O)=O)cc2)C(=O)CC1	44	93	41	90	98	98	65	85	33
Cc1cccc(C(=O)C=C(C(F)(F)F)C(F)(F)F)c1	115	102	x	106	98	112	105	87	110
COc1cc(/C=N/Nc2ccc([N+](=O)[O-])cc2)cc(OC)c1OC	96	94	88	97	95	92	104	87	89
CN1CCN(c2nc3scc(-c4ccccc4)c3c(=O)[nH]2)CC1	98	99	99	100	93	97	102	103	100
C[S+](C)CC(=O)c1ccc(Br)cc1	101	103	104	90	95	102	107	103	101
O=C1Nc2ccccc2/C1=C/c1ccc(-c2cccc([N+](=O)[O-])c2)s1	98	93	105	105	114	91	117	101	101
CN1CCN(CCOc2nc(Oc3ccccc3C(=O)O)cc(-c3ccco3)n2)CC1	109	x	102	101	x	102	119	102	100
CCOc1nc2sc(C(N)=O)c(C)c2c(=O)n1Cc1ccccc1	110	90	93	91	96	97	96	95	100
COC(=O)C(CCC(=O)CN1C(=O)c2ccccc2C1=O)N1C(=O)c2ccccc2C1=O (stereo not given)	112	106	106	100	100	x	113	117	106
COc1ccc(-c2nnc(COc3ccc(NS(=O)(=O)c4ccc(Cl)cc4)cc3F)o2)cc1	x	71	65	x	114	62	89	89	62
CCCCCCCCCCCC1=NC(C)(C)CN1C(C)(C)CO	53	95	65	60	73	64	77	74	59
CC(=O)OCC1O[C@@H](OC(C)=O)[C@@H](NC(=O)NS(=O)(=O)c2ccccc2Cl)C(OC(C)=O)[C@@H]1OC(C)=O (stereo not given in full)	113	88	112	103	106	109	121	110	113
CCCCCCCCCCCC1=NC(C)(COC(=O)c2ccccc2)CO1 (stereo not given)	104	97	99	97	94	85	94	105	99
Nc1ccc2oc(=O)c(C(=O)O)cc2c1	100	94	102	98	92	109	103	102	103
Cc1ccc(C2=C(c3ccc(C)cc3)CS(=O)(=O)C2)cc1	54	94	99	94	114	90	106	101	108
Cc1ccc(N/N=C/c2c(-c3ccc(S(C)(=O)=O)cc3)nc3ccccn23)cc1	59	67	45	67	81	61	x	89	x
CCCCCCCNC(=O)CCCNc1ncnc2c1ncn2-c1cccc(C(C)O)c1 (stereo not given)	x	79	96	91	88	85	87	104	91
N=c1c2c(-c3ccccc3)cn(-c3ccccc3)c2nc2[nH]/c(=C\c3ccc(Cl)cc3)c(=O)n12	92	91	99	97	105	114	103	93	87
CCCCCOC(=O)c1ccccc1O	111	98	110	105	105	96	102	92	112
C[N+](C)(C)CCO	108&113&108	105&96&106	101&109&105	102&96&110	109&111&113	102&101&106	111&115&114	111&102&110	102&105&102

Quoted at random: two records from the list
SMILES	IGROV1	NCI-H226	NCI/ADR-RES	SN12C	OVCAR-5	OVCAR-4	OVCAR-3	SK-OV-3	NCI-H23
COc1ccc(-c2nnc(COc3ccc(NS(=O)(=O)c4ccc(Cl)cc4)cc3F)o2)cc1	x	71	65	x	114	62	89	89	62
CCCCCCCCCCCC1=NC(C)(COC(=O)c2ccccc2)CO1 (stereo not given)	104	97	99	97	94	85	94	105	99

(listing goes on)
SMILES	IGROV1	NCI-H226	NCI/ADR-RES	SN12C	OVCAR-5	OVCAR-4	OVCAR-3	SK-OV-3	NCI-H23
O=C(CN1CCOCC1)Nc1nc2c(s1)Nc1cc(Cl)c(Cl)cc1NC2=O	111	103	104	110	114	115	112	99	98
N/C(=N\S(=O)(=O)c1cccc(C(F)(F)F)c1)Nc1nc2ccccc2[nH]1	86	93	90	96	78	94	107	79	95
CCOC(=O)C1=C(C)NC(=O)NC1c1c(Cl)n(-c2ccccc2)c2ccccc12 (stereo not given)	66	87	85	93	85	96	69	86	75
Fc1ccc(NCc2ccc3cc2OCC#C/C=C\C#CCO3)cc1	76	87	104	94	113	102	102	110	88
O=C1N=C2SCCCN2/C1=C\c1cccc(OCc2ccc(Cl)cc2)c1	67	65	78	69	95	69	58	86	86
CC(C)(C)n1cc(-c2ccnc(NCCCNS(=O)(=O)c3ccc(Cl)cc3)n2)c(-c2ccc(F)c(O)c2)n1	102	93	94	92	108	91	105	114	92
Cc1cc(=O)oc2cc(Oc3nc(-c4ccc(Cl)cc4)cn4c(-c5ccc(Cl)cc5)cnc34)ccc12	98	93	79	100	95	86	107	103	78
Cc1cc(NC(=O)COC(=O)c2sc3cc(F)ccc3c2Cl)no1	-32*	101	107	107	100	105	120	111	108
CCOC(=O)c1c(-c2ccc3c(c2)OCO3)c(C#N)c2c(C#N)c(N)nn2c1N	65	85	81	89	85	103	92	82	91
COc1ccc(-c2c3c(nn2Cc2ccccc2)CCc2cnoc2-3)cc1	107	107	91	99	104	98	109	114	96
COc1ccc(C(C)c2cc3c(cc2OCC(=O)O)OCO3)cc1 (stereo not given)	95	107	100	100	108	112	109	106	102
C=CCOC(=O)CC=C	111	89	108	101	102	101	108	105	103
CCCCN1C(=O)/C(=c2\sc3n(c2=O)C2C(NN=3)N(CC)C(=O)N2CC)c2cccc(C)c21 (stereo not given)	35	37	25	62	51	54	29	82	50
COc1cc2oc(-c3cccc(NC(=O)[C@@H](N)Cc4ccccc4)c3)cc(=O)c2c(OC)c1OC	117	87	107	97	108	100	118	110	108
Cc1nc(-c2nc(-c3ccccc3)c(-c3ccccc3)[nH]2)sc1C	100	107	106	99	105	106	115	107	100
O=c1c2cccc(F)c2sc2c(NCc3ccccc3)nc3ccccc3c12	72	92	91	92	98	86	109	90	84
O=C(CN1CCN(c2cc(=O)n(-c3ccccc3)c3ccccc23)CC1)Nc1ccccc1[N+](=O)[O-]	57	72	76	75	100	45	73	93	78
COc1ccc(/C=C/c2nc3ccccc3c(=O)n2-c2ccc(C#Cc3ccccc3)cc2C)cc1	108	86	96	x	109	89	85	100	79
COc1cc([C@@H]2c3cc4c(cc3[C@H](O)[C@H]3COC(=O)[C@@H]23)OCO4)cc(OC)c1OC	-42*	46&52	-31*	33&21	30&24	36&34	-50*!	3.0*!	14&12
CCCCOC(=O)C1OC(Oc2ccc3c(C)cc(=O)oc3c2)[C@@H](OC(C)=O)C(OC(C)=O)C1OC(C)=O (stereo not given in full)	101	x	100	100	98	101	108	x	100

Profiles, quoted from the list. Values in the order: IGROV1	NCI-H226	NCI/ADR-RES	SN12C	OVCAR-5	OVCAR-4	OVCAR-3	SK-OV-3	NCI-H23
Record of O=C1N=C2SCCCN2/C1=C\c1cccc(OCc2ccc(Cl)cc2)c1 → 67	65	78	69	95	69	58	86	86
Record of CCCCN1C(=O)/C(=c2\sc3n(c2=O)C2C(NN=3)N(CC)C(=O)N2CC)c2cccc(C)c21 (stereo not given) → 35	37	25	62	51	54	29	82	50
Record of Cc1cc(NC(=O)COC(=O)c2sc3cc(F)ccc3c2Cl)no1 → -32*	101	107	107	100	105	120	111	108
Record of CCCCOC(=O)C1OC(Oc2ccc3c(C)cc(=O)oc3c2)[C@@H](OC(C)=O)C(OC(C)=O)C1OC(C)=O (stereo not given in full) → 101	x	100	100	98	101	108	x	100
Record of C=CCOC(=O)CC=C → 111	89	108	101	102	101	108	105	103

The list continues:
SMILES	IGROV1	NCI-H226	NCI/ADR-RES	SN12C	OVCAR-5	OVCAR-4	OVCAR-3	SK-OV-3	NCI-H23
c1ccc2[nH]c(Cc3nc4ccccc4[nH]3)nc2c1	92	112	110	107	92	96	122	126	107
N#Cc1ccc(O)c(C2=NCC(c3ccccn3)O2)c1 (stereo not given)	86	86	22	90	93	56	64	77	89
COc1cc(NCCCCCNC(C)C)c2ncccc2c1	60&90	94&91	94&92	84&94	87&95	46&44	92	84&84	90&104
Clc1ccc(C(c2cccc(Cl)c2)C(Cl)Cl)cc1 (stereo not given)	91	88	90	92	81	91	102	98	81
Cc1oc(=O)oc1CN1CCN(c2cc3c(cc2F)c(=O)c(C(=O)O)c2n3C(C)C2)CC1 (stereo not given)	123	100	105	97	112	125	110	110	98
Cc1ccc(S(=O)(=O)Nc2ccc3ncccc3c2[N+](=O)[O-])cc1	128	94	115	108	110	122	104	92	110
O=C(O)c1nc(-c2ccccc2)oc1N1CCOCC1	98	103	97	99	93	108	105	93	98
ClC(Cl)(c1ccccc1)c1ccc(-c2ccccc2)cc1	90	99	83	x	98	104	110	88	97
CN1c2ccccc2C(=O)N(NC(=O)Nc2ccccc2)C1c1ccc([N+](=O)[O-])cc1 (stereo not given)	115	118	108	110	113	100	110	102	106
COc1ccc(-c2nc(/N=C/c3ccc(O)c(O)c3O)n[nH]2)cc1	80	36	80	82	73	66	78	53	87
Cc1cc(=O)oc2cc(Oc3ccc(C(=N)N)cc3)ccc12	108	106	100	84	79	94	110	113	93
COc1cc2c(OCCN3CCOCC3)nc3c4cc5c(cc4ccc3c2cc1OC)OCO5	86	75	74	83	98	78	91	79	90
Cn1cnc([N+](=O)[O-])c1Sc1nc(N)nc2nc[nH]c12	-13*	74	32	44	29	43	23	2.6*	53
CCOc1ccccc1CNCC(=O)N(CC(=O)N(CC(N)=O)Cc1ccccc1C)Cc1ccc(C(C)(C)C)cc1	71	91	98	87	95	92	91	105	97
O=C(/C=C/c1cn(-c2ccccc2)nc1-c1ccccc1)NNC(=O)Nc1ccc(F)cc1	92	96	98	102	105	101	100	101	97
CC(C)n1c(=O)nc(-c2ccccc2)c2cc3c(cc21)OCO3	115	96	111	96	99	95	104	103	115
CSc1ccc(N)cc1	105	106	125	103	102	109	114	115	110
Cn1c(=O)[nH]c2nc(SCC(=O)Nc3ccc(C(=O)/C=C/c4ccc(Br)cc4)cc3)[nH]c2c1=O	102	91	107	106	94	114	98	x	103
COC(=O)c1cc(-c2cc3ccccc3o2)nn1-c1ccccc1	55	92	92	101	93	80	91	86	83
C[C@]12C=CC(=O)NC1CCC1C2CC[C@@]2(C)C1CC[C@@H]2C(=O)Nc1cc(C(F)(F)F)ccc1C(F)(F)F (stereo not given in full)	84	95	99	80	106	87	112	105	96
O=C(Cc1nc2ccc(Cl)cc2nc1CC(=O)c1ccccc1)c1ccccc1	82	84	67	77	103	76	76	94	79
O=C(CNc1ccccc1)Nc1ncc(Cc2ccc(Cl)cc2)s1	79	93	94	93	94	102	97	92	92
CCOC(=O)c1c(-c2cccs2)c(C#N)c(=O)n(Cc2nc3ccccc3[nH]2)c1N	63	92	100	95	111	106	x	88	98
C=C1CC[C@H]2[C@@](C)(CCC3OC(c4ccc(OCc5cn(CC6OC7OC(C)(C)OC7[C@@H]6OCc6ccccc6)nn5)cc4)OC[C@]32C)[C@@H]1/C=C/C1=CCOC1=O (stereo not given in full)	112	101	101	92	118	113	117	119	x
CNS(=O)(=O)c1ccc(C)cc1	102&105	97&94	105&102	98&105	110&110	108&104	117&104	104&102	99&101
CC(=O)OCC1OC(OC2=C(CC=C(C)C)C(=O)c3ccccc3C2=O)C(OC(C)=O)C(OC(C)=O)C1OC(C)=O (stereo not given)	68	57	32	52	90	x	-33*	84	23
COc1cc(/C=C/C(=O)c2ccc(N3CCN(C)CC3)cc2)ccc1F	57	67	83	81	82	76	x	99	84
COC(=O)c1c(C(=O)c2ccccc2)nnn1-c1cccc(C(F)(F)F)c1	77	83	87	83	103	90	87	84	81
COc1ccc(C(=O)c2c(N)c(C#N)cn2Cc2ccc(Cl)cc2Cl)cc1	77	86	87	92	93	86	99	123	85
O=C1Nc2c(ccc(Cl)c2Cl)/C1=C/c1cc(Br)c(O)c(Br)c1	47	79	32	80	87	65	27	63	74
COc1cccc(C=Nc2cc(C(C)C)c(O)cc2C)c1O	111	93	104	95	101	101	100	89	95
COc1ccc(N2N=C(c3ccc4c(c3)OCCO4)CC2c2cccc(NC(=O)CCNS(=O)(=O)c3ccc(OC)cc3)c2)cc1 (stereo not given)	88	79	96	83	99	70	92	100	89
O=C(Oc1ccccc1)C(Br)C(Br)c1ccccc1 (stereo not given)	x	107	113	109	102	x	-47*	114	112
Cc1ccc2oc(=O)cc(C3C4=C(CCCC4=O)OC3c3cc(=O)oc4ccc(Cl)cc34)c2c1 (stereo not given)	103	107	99	107	108	95	112	89	98
CCSc1nnc2c3c4c(sc3nc(-c3cccnc3)n12)CCCCCC4	123	95	93	100	92	105	119	101	97
COc1ccc(C(=O)c2cc(F)c(F)c(OC)c2F)c(OC(=O)C(Cl)Cl)c1OC(=O)C(Cl)Cl	87	100	73	81	102	100	75	81	89
CS(=O)(=O)Oc1ccccn1	111	104	122	99	99	105	121	117	x
N/C(=N\c1nc2ccc([N+](=O)[O-])cc2s1)C(Cl)(Cl)Cl	65	85	73	80	84	68	47	83	91
CN(C)CCCNC(=O)c1ncc(-c2ccc(C(F)(F)F)cc2)c(NC2CCCCCC2)n1	84	82	88	89	91	90	79	90	96
O=C(CCn1cc[n+](CC(=O)c2ccc(C(F)(F)F)cc2)c1)Nc1cccc2cccnc12	91	94	99	97	95	95	94	93	91
Nc1nc(N)c(N=Nc2ccc(S(=O)(=O)Nc3nccs3)cc2)cc1N=Nc1ccccc1	85	102	100	93	109	129	103	100	95
O=C1CC(Cc2coc(-c3ccc(Cl)cc3)n2)C(=O)N1c1ccccc1 (stereo not given)	94	91	89	102	93	86	93	96	83
